# Vif-A3G inh: qHTS for Inhibitors of Vif-A3G Interactions: qHTS | AID 602310, 2012 | hit rate 0.076% among 410,000 | HeLa A3G-eYFP + Vif (tagged APOBEC3G with the HIV-1 protein that degrades it), YFP fluorescence, overnight | Potency, µM (series often up to 46.1 µM), for inactives: top-dose activity, negative = active, most hits filed as inhibitors;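 note: potency is the fitted concentration of half-maximal effect; % is set by controls: 0 for no effect and ±100 for the full control effect; nearly all actives have a fitted effect of over 60% in size; hits raise eYFP signal because A3G escapes Vif-driven loss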
# Target sequence (Q9HC16 whole entry, looked up): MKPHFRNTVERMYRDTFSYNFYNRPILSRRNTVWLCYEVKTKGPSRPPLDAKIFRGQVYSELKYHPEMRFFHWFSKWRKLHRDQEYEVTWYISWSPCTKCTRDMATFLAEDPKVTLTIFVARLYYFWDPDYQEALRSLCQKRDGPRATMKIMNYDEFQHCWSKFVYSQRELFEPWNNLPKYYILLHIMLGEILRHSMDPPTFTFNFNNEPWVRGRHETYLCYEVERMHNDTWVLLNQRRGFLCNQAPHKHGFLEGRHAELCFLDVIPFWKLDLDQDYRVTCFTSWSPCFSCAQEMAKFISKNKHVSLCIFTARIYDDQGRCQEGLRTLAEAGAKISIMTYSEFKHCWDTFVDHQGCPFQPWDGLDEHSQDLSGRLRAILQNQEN
#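 HeLa cells stably expressing Vif and C-terminally eYFP-tagged A3G, seeded overnight at 37 deg C, then exposed to compound by pintool overnight at 37 deg C. Rise in yellow fluorescence (Ex 488/Em 500-530, Acumen) marks blocked Vif-driven A3G degradation.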
# LDHA inh: qHTS assay for inhibitors of human lactate dehydrogenase; L-lactate dehydrogenase A chain (Homo sapiens), P00338; purified LDHA, NADH/diaphorase-resazurin fluorescence; stronger effect = lower value; activity change, % (values are at about 110 or 230 µM); hit rate 0.15% among 480,000; in the data active = activity change below about -30%; inconclusive = mostly about -25% to -30%;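 note: plate controls were DMSO wells for no effect and wells without enzyme for full effect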
#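 Human LDH5 at 2 nM final in Tris HCl pH 7.4 with 0.06 mM NADH and 0.2 mM pyruvate, reacted 5 minutes at room temperature. Remaining NADH coupled via diaphorase/resazurin; resorufin fluorescence read at 0 and 20 minutes, normalized to enzyme-free and DMSO wells.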
# ALOX12 inh: Primary qHTS assay for inhibitors of human arachidonate 12S-lipoxygenase (ALOX12): Round 2. Polyunsaturated fatty acid lipoxygenase ALOX12 (Homo sapiens), P18054. purified 12hLO, xylenol orange hydroperoxide absorbance. hit rate 1.1% among 580,000. Potency, µM (doses to about 108 µM), inactives show at the highest dose activity change, negative = inhibition, hits mostly inhibitors; note: potency is the fitted concentration of half-maximal effect; % is set by controls: 0 for no effect and ±100 for the full control effect
#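 Hydroperoxide product was detected by ferrous iron/xylenol orange as the 573 to 405 nm absorbance ratio. Arachidonic acid at 40 uM (final) was turned over for 30 min at room temperature by 150 nM human 12hLO, pH 7.0 Hepes buffer, after 15 min compound preincubation.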
# Vif-A3F inh: qHTS for Inhibitors of Vif-A3F Interactions: qHTS. HeLa A3F-eYFP + Vif (tagged APOBEC3F with the HIV-1 protein that degrades it), YFP fluorescence increase. Potency, µM (series often up to 46.1 µM), inactives show at the highest dose activity, negative = active. hit rate 0.2% among 390,000; note: potency is the fitted concentration of half-maximal effect; % of control where 0% means no effect; nearly all actives have a fitted effect of over 65% in size
#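 HeLa cells stably expressing A3F-eYFP plus Vif, plated and incubated overnight at 37 deg C, then exposed to compounds overnight at 37 deg C. Blocked degradation read as raised yellow fluorescence (Ex 488/Em 500-530).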
# D2 agonist: HTS Assay for Allosteric Agonists of the Human D2 Dopamine Receptor: Primary Screen for Agonists; D(2) dopamine receptor (Homo sapiens), P14416; HEK293 T-REx D2 cells, calcium flux agonist mode; activation, % at 2 µM; hit rate 0.53% among 340,000; AID 485358, 2010;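 active = activation over 3 SD above normal in the single-dose calcium agonist read, cut at about 30% in these data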; note: 0% is about no effect
#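 Calcium-flux readout, 1 cycle/sec over 180 s following compound pin transfer, in inducible HEK293 Trex D2 cells (force-coupled); dopamine controls included. Positive calcium responses during this window marked compounds as potential agonists.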
# RGS4 inhibitor: Inhibitors of Regulator of G Protein Signaling (RGS) 4: qHTS. Potency, µM (titrated, usually from 114 µM), for inactives: top-dose activity change, negative = inhibition, most hits filed as inhibitors. hit rate 0.039% among 390,000. Transcreener GDP fluorescence polarization, RGS4-accelerated GTP hydrolysis; note: potency is the fitted concentration of half-maximal effect; % is set by controls: 0 for no effect and ±100 for the full control effect; nearly all actives have a fitted effect of over 75% in size; some results filed as inactive show a strong effect at the top dose
# Target sequence (P49798 whole entry, looked up): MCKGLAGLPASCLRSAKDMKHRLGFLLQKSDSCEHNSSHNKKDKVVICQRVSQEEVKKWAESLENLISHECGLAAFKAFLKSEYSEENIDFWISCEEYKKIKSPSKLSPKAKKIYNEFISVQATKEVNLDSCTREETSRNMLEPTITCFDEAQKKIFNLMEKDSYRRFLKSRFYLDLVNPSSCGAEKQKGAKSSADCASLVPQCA
#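 MLSMR compounds (23 nl, pin-transferred) preincubated 10 min at room temperature with a 500nM (2x) first reagent, then RGS4 at 900nM (2x) plus Transcreener GDP mix added; fluorescence polarization (620/688 nm) read before and after 90 min at 30 °C.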
# Glioma ERSR ind: qHTS for Inducers of the Endoplasmic Reticulum Stress Response (ERSR) in Human Glioma: qHTS; U87-MG GRP78 promoter luciferase reporter, 16 h; Potency, µM, for inactives: at the highest dose activation, usual class: activators; hit rate 0.02% among 420,000; AID 602332, 2012; note: potency is the fitted concentration of half-maximal effect; series mostly up to about 76 µM; % of control where 0% means no effect; nearly all actives have a fitted effect of over 35% in size
#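 Stably transfected U87-MG glioma cells carrying a GRP78-based luciferase sensor; 16 h compound incubation. Luminescence end-point read 10 min after Bright-Glo addition at room temperature.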
# ERG-DNA inh: qHTS for Small Molecule Inhibitors of the ERG Ets/DNA interaction; Transcriptional regulator ERG (Homo sapiens), P11308; fluorescence polarization, His-ERG Ets domain / labelled DNA; Potency, µM (highest dose often 76.9 µM), without a hit: at the top dose FP activity, negative = inhibition, hits mostly inhibitors; hit rate 0.028% among 370,000; AID 624246, 2012; active = well fitted inhibition curve with a large enough effect in the polarisation, with a control signal flat; inconclusive = small, poorly fitted or top-dose-only effect, or effect the other way, or a change in a side signal; inactive = no such curve, though single readings can be large or run the other way; the % refers to the polarisation;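 note: polarization taken with two DNA probes labelled with fluorescein and Texas red; potency is the fitted concentration of half-maximal effect; % of control where 0% means no effect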
# Target sequence (P11308 whole entry, looked up, the tested form may be a part): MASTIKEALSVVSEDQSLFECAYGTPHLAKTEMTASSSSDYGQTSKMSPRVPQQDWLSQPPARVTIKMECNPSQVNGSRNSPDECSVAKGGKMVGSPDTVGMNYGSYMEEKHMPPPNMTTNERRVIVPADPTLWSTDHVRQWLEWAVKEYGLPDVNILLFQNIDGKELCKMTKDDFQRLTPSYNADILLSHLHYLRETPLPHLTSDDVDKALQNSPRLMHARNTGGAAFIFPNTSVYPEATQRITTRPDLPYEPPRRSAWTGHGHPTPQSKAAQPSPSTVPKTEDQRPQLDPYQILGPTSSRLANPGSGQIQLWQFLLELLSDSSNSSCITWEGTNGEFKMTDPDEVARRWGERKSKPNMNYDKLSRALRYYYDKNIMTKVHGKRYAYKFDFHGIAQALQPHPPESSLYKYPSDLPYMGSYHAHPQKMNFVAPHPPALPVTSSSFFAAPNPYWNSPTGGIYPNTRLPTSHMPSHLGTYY
#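 His-tagged ERG Ets domain (1 uM in the protein solution; 300mM KCl, 50mM Tris-HCl, 1mM EDTA, 1mM DTT, pH 7.5) received compound, then a probe mix of 5 nM fluorescein-DNA and 100nM Texas-615-DNA. Fluorescence polarization was read for both dyes.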
# D2 antagonist: HTS Assay for Allosteric Antagonists of the Human D2 Dopamine Receptor: Primary Screen for Antagonists | D(2) dopamine receptor (Homo sapiens), P14416 | HEK293 TREx D2 cells, calcium flux, dopamine EC80 | inhibition, % at 10 µM | hit rate 2% among 340,000 | AID 485344, 2010; in the data active = inhibition above about 30%; note: 0% is about no effect
#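 Calcium flux kinetic readout in an inducible HEK293 TREx D2 line plated overnight at 30 C. After 180 s compound exposure, an EC80 dopamine challenge follows with another 180 s kinetic read to detect antagonism.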
# * = called active by the depositor; ? = inconclusive; / = not tested or not shown; & = joins results of further samples; [ ] = remark or other dose. Unless noted, calls come from the whole dose curve; as a rule, active = well fitted curve in the direction sought with a large enough effect; inconclusive = small, poorly fitted or top-dose-only effect, or another doubt; inactive = no such curve, though single readings can be large; an effect the other way counts as inactive or inconclusive. Only part of the results is shown (hit frequency here may not be typical).
Structure	Vif-A3G inh	LDHA inh	ALOX12 inh	Vif-A3F inh	D2 agonist	RGS4 inhibitor	Glioma ERSR ind	ERG-DNA inh	D2 antagonist
CC1(C(=O)NCc2ccc(C(F)(F)F)cc2)CCN1C1Cc2ccccc2C1 (configuration not stated)	1%	4	?	/	/	/	-1%	/	/
CCOC(=O)Cn1c(=O)oc2cc(S(=O)(=O)Nc3cc(Cl)ccc3OC)ccc21	-12%	-2	?	1%	1.3	-6%	?	1%	-12
COc1ccc(C(=O)c2c(N)c(-c3nc(-c4ccc(OC)cc4)cs3)c3ccccn23)cc1	/	1	?	/	0.0	-14%	/	-3%	/
Nc1ccc2ccccc2c1[N+](=O)[O-]	3%	7	?	-2%	/	-3%	-1%	4%	/
CN(C)CC(O)CN1C(=O)N(CN2C(=O)N(CC(O)CN(C)C)C(=O)C2(C)C)C(C)(C)C1=O (configuration not stated)	0%	-3	1%	-22%	3.5	-11%	2%	6%	6
COc1cc(C(CC(=O)Nc2ccc(Br)cn2)N2Cc3ccccc3C2=O)cc(OC)c1OC (configuration not stated)	-8%	-1	-24%	-4%	-0.7	24%	1%	-2%	/
OCc1c(Cl)nc2ccccn12	2%	-7	-1%	2%	2.1	1%	-3%	-5%	-1
CC(=O)c1ccc2noc(-c3ccc(C)cc3)c2c1	-2%	2	?	3%	14	?	2%	12%	-5
c1ccc(-n2nnnc2-c2cnc(-c3cccnc3)nc2-c2cccs2)cc1	0%	-10	0%	-3%	-0.2	-24%	-1%	2%	2
O=C(C1CCOCC1)N1CCCC(N2CCN(c3ccc(F)cc3)CC2)C1 (configuration not stated)	-1%	-2	-10%	-4%	-0.8	26%	-2%	17%	-34
Cc1ccc(NC(=S)N(CCN(C)C)Cc2cccs2)cc1	-1%	-4	-1%	7%	1.1	-22%	3%	13%	-5
COc1cccc(NC(=S)N(CCCN2CCC(C)CC2)Cc2cccs2)c1	2%	-5	-8%	2%	2.2	21%	1%	0%	59*
CCOC(=O)c1cc(S(=O)(=O)N2CCN(c3ccccc3OC)CC2)[nH]n1	1%	5	-24%	1%	-0.5	-17%	-1%	3%	/
Cc1ccc(OC2CCN(C(=O)[C@H]3O[C@@H](n4ccc(=O)[nH]c4=O)[C@H](O)[C@@H]3O)CC2)cc1	-4%	-1	-3%	/	/	/	-2%	/	/
COc1cccc(/C=N/NC(=O)c2c(-c3ccccc3)noc2C)c1	-1%	-2	-18%	/	-0.4	-24%	-1%	4%	-17
O=C(NC(N1CCCC1)C(Cl)(Cl)Cl)c1ccccc1 (configuration not stated)	-4%	2	44%[activator]	-12%	-0.9	5%	-5%	0%	0
C[C@@H]1NC(=O)c2cc([N+](=O)[O-])cc(I)c2OCC[C@@H](C(N)=O)NC(=O)[C@H](CCCCN)NC1=O	-4%	1	/	-6%	0.0	-22%	-1%	3%	-1
Cc1ccc(NC(=O)C2C(=O)N(C)c3ccccc32)cc1 (configuration not stated)	2%	-10	-5%	7%	-0.7	15%	-3%	-5%	23
COC(=O)COn1c(-n2nc(C)cc2C)nc2ccccc2c1=O	0%	2	-17%	-4%	-0.2	-9%	2%	-2%	18
CC(=O)Nc1ccc(S(=O)(=O)NCC(=O)Nc2ccc3c(c2)OCO3)cc1	0%	0	-10%	-1%	/	12%	1%	5%	/
COc1cccc(N2CCN(C3CC(=O)N(c4ccc(F)c(Cl)c4)C3=O)CC2)c1 (configuration not stated)	-1%	4	?	/	-0.3	-22%	7%	-2%	-14
O=C(Nc1ccccc1)OCC1CCCO1 (configuration not stated)	-4%	-7	?	18%	/	11%	5%	0%	/
S=C(NCc1ccc2c(c1)OCO2)Nc1ccc(-c2nc3ccccc3[nH]2)cc1	-1%	-8	?	-9%	-0.3	-40%	-2%	10%	-1
COC(=O)CCCC(=O)NC1CCCN(C2Cc3ccccc3C2)C1 (configuration not stated)	6%	2	-21%	1%	-0.2	-21%	1%	-9%	22
CCOC(=O)N1CCN(Cc2nc(-c3ccc(C)cc3)no2)CC1	1%	-3	-17%	-5%	0.0	-16%	-2%	-8%	0
COc1ccccc1C(OC(=O)c1ccco1)C(=O)NC(C)(C)C (configuration not stated)	-5%	-3	35%[activator]	-17%	1.5	11%	4%	2%	-1
CCOc1ccccc1NC(=O)CSc1ncc(S(=O)(=O)c2ccc(C(C)(C)C)cc2)c(=O)[nH]1	-1%	-7	?	-10%	-0.1	-1%	0%	-3%	/
CCN(CC)C(=O)[C@H]1CC(CC(=O)NCc2cccc(C(F)(F)F)c2)C(=O)N2CCc3c([nH]c4ccccc34)[C@]12C (some centres not stated)	3%	8	2%	3%	/	5%	-1%	-10%	/
Fc1ccccc1-c1nnc2n1N=C(c1ccc(OC(F)F)c(OCC3CC3)c1)CS2	1%	-11	-25%	-5%	/	14%	-2%	/	/
Cc1nn(-c2ccccc2)c(Cl)c1/C=N/NC(=O)CCNc1n[nH]c(=O)[nH]c1=O	4%	-8	/	3%	0.3	-7%	-4%	-4%	19

# 2 consecutive entries out of the list so far:
Structure	Vif-A3G inh	LDHA inh	ALOX12 inh	Vif-A3F inh	D2 agonist	RGS4 inhibitor	Glioma ERSR ind	ERG-DNA inh	D2 antagonist
CC1(C(=O)NCc2ccc(C(F)(F)F)cc2)CCN1C1Cc2ccccc2C1 (configuration not stated)	1%	4	?	/	/	/	-1%	/	/
CCOC(=O)Cn1c(=O)oc2cc(S(=O)(=O)Nc3cc(Cl)ccc3OC)ccc21	-12%	-2	?	1%	1.3	-6%	?	1%	-12

# The listing continues.
Structure	Vif-A3G inh	LDHA inh	ALOX12 inh	Vif-A3F inh	D2 agonist	RGS4 inhibitor	Glioma ERSR ind	ERG-DNA inh	D2 antagonist
Cc1cccc(-c2nc(CN3CCCC(C(=O)N4CCN(c5cc(Cl)ccc5C)CC4)C3)c(C)o2)c1 (configuration not stated)	-1%	3	?	1%	/	16%	-3%	-14%	/
COc1ccc(C2CC(=O)Nc3ccccc3S2(=O)=O)cc1OC (configuration not stated)	1%	7	232%[activator]	6%	-0.1	9%	0%	-10%	-6
CC(C)NC(=O)c1ccccc1NC(=O)c1ccccc1N(C)S(C)(=O)=O	2%	-9	-7%	0%	0.2	6%	-5%	-9%	28
CCN(CC)c1ccc(NC(=O)CN2CCN(S(=O)(=O)c3cc(Cl)ccc3OC)CC2)cc1	-3%&0%	2&8	?	0%&-11%	1.6&0.7	-15%&-47%	2%&-2%	7%	-7
Cc1ccc(CN2CCN(C/C(Cl)=C/c3ccccc3)CC2CCO)o1 (configuration not stated)	1%	0	0%	-3%	-0.2	-23%	-2%	6%	1
Cc1ccc(C(=O)N/C(=C\c2cccs2)C(=O)NCC2CCCO2)cc1C (configuration not stated)	2%	-2	37%	-8%	-0.7	0%	-4%	-12%	-7
Cc1sc(NC(=O)CN2C(=O)NC3(CCCC3)C2=O)nc1-c1ccc(F)cc1	-6%	-1	-1%	6%	1.7	-14%	-1%	2%	8
CC(NC(=O)c1ccccc1Br)c1nnc(SCC(=O)NC2CCCCC2)n1C (configuration not stated)	0%	-11	-3%	-15%	4.4	5%	6%	4%	-9
O=C(N/N=C/c1c(Cl)[nH]c2ccccc12)c1sc2ccccc2c1Cl	-8%	-4	-13%	-8%	0.0	-31%	-4%	/	-1
C/C(=N/NC(=O)c1cccs1)c1ccc(NC(=O)COc2ccc(Cl)cc2Cl)cc1	0%	0	?	-1%	0.2	?	1%	4%	1
CCOc1ccc2c(c1)/C(=N/N1C(=O)c3ccccc3C1=O)C(=O)N2	-4%	1	-1%	15%	0.4	-6%	-1%	7%[15.4 µM]	13
CCC(C)NC(=O)[C@@H]1CSC2c3ccccc3C(=O)N21 (some centres not stated)	-1%	-2	19%	8%	-0.3	-5%	-3%	-1%	-2
O=C(COC(=O)c1cc([N+](=O)[O-])ccc1N1CCOCC1)Nc1ccccc1OC(F)F	-1%	-4	-1%	-3%	0.0	-32%	-2%	-1%	3
Cc1ccc(OCCOCCN2CCN(C)CC2)c([N+](=O)[O-])c1	1%	-46*	?	1%	-0.7	6%	-2%	6%	1
COc1ccc(C(=O)COC(=O)C2CC3CCCC(C2)C3=O)cc1Br (configuration not stated)	1%	-5	8%	4%	0.3	-21%	-4%	2%	18
Cn1cc(CN2CCN(c3ccccc3)CC2)c2ccccc21	2%	-7	-16%	-7%	74*	8%	8%	4%	81*
COc1ccc(C(=O)N2CCC(N3CCN(c4ccccc4)CC3)CC2)cc1	0%	?	?	-1%	71*	-6%	-2%	1%	57*
CCC(=O)Nc1ccc2c(c1)N(C(C)=O)c1ccccc1CC2	1%	-10	4%	-17%	-0.5	0%	-3%	2%	11
CCOc1ccc(CCNC(=O)COC(=O)/C=C/c2ccccc2)cc1OCC	-1%	-1	-2%	6%	-0.5	5%	-4%	-20%	1
